MrgX1 ag = agonists of human MrgX1 receptor, primary screen, HEK293 cells, Fluo-4 calcium flux | Mas-related G-protein coupled receptor member X1 (Homo sapiens), Q96LB2 | Fluo-4 calcium fluorescence, agonist mode; stronger effect = higher value | B-score at 10 µM | actives 0.44% (n = 310,000) | AID 588627, 2011;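 active = calcium response B-score plate-corrected fluorescence ratio at least 3 library SD, with starting fluorescence B-score inside 5 SD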
Target sequence (Q96LB2 whole entry, looked up): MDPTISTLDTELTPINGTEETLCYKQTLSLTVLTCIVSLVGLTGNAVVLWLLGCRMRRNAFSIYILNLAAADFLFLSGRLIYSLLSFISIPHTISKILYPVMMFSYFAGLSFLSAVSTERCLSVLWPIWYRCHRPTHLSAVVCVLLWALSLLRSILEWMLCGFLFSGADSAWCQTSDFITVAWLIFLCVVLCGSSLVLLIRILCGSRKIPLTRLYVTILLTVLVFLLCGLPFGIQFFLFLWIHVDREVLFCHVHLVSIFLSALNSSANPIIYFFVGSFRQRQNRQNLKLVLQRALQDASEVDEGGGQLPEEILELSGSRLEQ
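Material: MrgX1-expressing HEK293 cells / Dosing: compound as first of three additions / Incubation: overnight seeding, then 1 h dark dye loading / Signal: Fluo-4 NW calcium fluorescence / Evaluation: B-scored fluorescence response ratio / Benchmarks: positive and negative control wells on each plate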
KCNQ1 block = inhibitors of human KCNQ1 channel, primary screen, cell-based, thallium flux, high-throughput | Potassium voltage-gated channel subfamily KQT member 1 (Homo sapiens), P51787 | CHO-K1 KCNQ1, FluxOR thallium flux fluorescence; stronger effect = higher value | B-score at 10 µM | actives 1.3% (n = 310,000);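 active = compounds whose thallium flux B-score, printed positive for inhibition, exceeds three library SD while starting fluorescence stays within three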;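 also: channel opened by potassium depolarization with thallium stimulus after 20 min compound exposure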
KCNK9 inh = KCNK9 potassium channel inhibitors, primary screen, HEK293 cells, thallium flux; FluxOR thallium flux fluorescence; stronger effect = lower value; B-score at 10 µM; actives 1.2% (n = 310,000); AID 488922, 2010;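 active = ratio B-score over 3 SD below the library mean, with starting fluorescence within 5 SD of its mean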;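 also: negative B-score means less thallium flux so channel inhibition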
Target sequence (Q9NPC2 whole entry, looked up): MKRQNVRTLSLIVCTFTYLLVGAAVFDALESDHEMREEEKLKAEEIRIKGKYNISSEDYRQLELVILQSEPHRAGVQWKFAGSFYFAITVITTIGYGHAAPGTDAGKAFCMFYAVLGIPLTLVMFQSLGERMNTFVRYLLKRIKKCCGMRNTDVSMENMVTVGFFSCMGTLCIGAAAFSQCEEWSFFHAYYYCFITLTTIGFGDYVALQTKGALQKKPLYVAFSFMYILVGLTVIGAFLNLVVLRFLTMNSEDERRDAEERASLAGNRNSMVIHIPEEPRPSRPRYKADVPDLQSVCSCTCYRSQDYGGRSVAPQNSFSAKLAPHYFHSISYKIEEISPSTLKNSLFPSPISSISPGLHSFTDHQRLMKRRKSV
KCNQ1 act = potentiators or activators of KCNQ1 channel, primary screen, cell-based, thallium flux, high-throughput. Potassium voltage-gated channel subfamily KQT member 1 (Homo sapiens), P51787. CHO-K1 KCNQ1, thallium flux FluxOR fluorescence; stronger effect = higher value. B-score at 10 µM. actives 0.35% (n = 310,000);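 active = fluorescence ratio B-score, a plate-corrected score, at least three library SD, with initial intensity B-score within 5 SD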
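Material: CHO-K1 cells stably expressing KCNQ1. Medium: assay buffer for compound exposure, DMSO matched across wells. Reagent: K+/Tl+ depolarizing stimulus. Compound dosing: single-concentration screen. Times: 37 °C overnight plating, 90-min dark dye load, 20-min compound pretreatment. Technique: FluxOR Tl+ flux fluorescence.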
KCNK3 block = human KCNK3 channel inhibitors, primary screen, CHO cells, FluxOR thallium flux, B-score; actives 0.84% (n = 340,000); B-score at 10 µM; Potassium channel subfamily K member 3 (Homo sapiens), O14649; FluxOR fluorescence; stronger effect = lower value;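 active = B-score under library mean minus 4 SD, starting fluorescence ratio at most library mean plus 5 SD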;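 also: more negative B-score means stronger inhibition of thallium flux through KCNK3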
MrgX1 allo act = positive allosteric modulators of MrgX1, primary screen, HEK293 cells, Fluo-4 calcium flux; Mas-related G-protein coupled receptor member X1 (Homo sapiens), Q96LB2; FDSS; stronger effect = higher value; B-score at 10 µM; actives 0.63% (n = 310,000); AID 588675, 2011;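 active = plate-corrected calcium response at least 3 library SD above typical, normal starting fluorescence, not activating the receptor alone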;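 also: compound read alongside a low EC10 to EC30 dose of BAM8-22 agonist; peak minus trough fluorescence over baseline measured at the second addition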
RGS4 inh = RGS4 inhibitors, primary screen, cell-based, HEK293 M3R inducible RGS4, calcium flux. B-score at 10 µM. Regulator of G-protein signaling 4 (Homo sapiens), P49798. actives 0.45% (n = 310,000). AID 463165, 2010. Fluo-4 calcium flux; stronger effect = higher value; triggered by carbachol at its EC20;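 active = B-score, a plate-corrected calcium signal, over three deviations above library mean, with baseline fluorescence within five deviations of library mean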;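 also: RGS4 expression induced by doxycycline in cells with stable M3 receptor; B-score is computed from the integrated fluorescence ratio over baseline after carbachol; higher B-score means a larger calcium signal and so more RGS4 inhibition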
Target sequence (P49798 whole entry, looked up): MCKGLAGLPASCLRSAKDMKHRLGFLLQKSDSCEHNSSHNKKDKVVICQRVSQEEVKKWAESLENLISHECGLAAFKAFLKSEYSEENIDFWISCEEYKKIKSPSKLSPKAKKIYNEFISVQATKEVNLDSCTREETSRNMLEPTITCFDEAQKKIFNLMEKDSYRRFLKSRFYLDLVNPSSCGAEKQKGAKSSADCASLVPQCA
TMEM16A inh = TMEM16A chloride channel inhibitors, primary screen, cell-based, HTS; HEK293 TMEM16A/YFP iodide influx fluorescence, ionomycin; normalized B-score (activity score, 25-100; higher = stronger inhibition) at 10 µM; Anoctamin-1 (Mus musculus), Q8BHY3; AID 588511, 2011; actives 1.2% (n = 310,000);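 active = ratio plate-corrected score three or more library SD toward inhibition, starting fluorescence score within five deviations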;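 also: score derived from kinetic fluorescence span divided by baseline fluorescence per well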
TMEM16A act = TMEM16A chloride channel activators or potentiators, primary screen, cell-based, HTS; HEK293 TMEM16A/YFP-H148Q/I152L, iodide quench fluorescence; stronger effect = lower value; B-score at 10 µM; actives 0.3% (n = 340,000); AID 623877, 2012;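 active = fluorescence-ratio B-score plate-corrected deviation score at least 3 library SD below zero, with starting fluorescence score within 5 deviations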;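 also: channel opened by trigger with iodide after compound preincubation; score built on the fluorescence ratio of max minus min over baseline; more negative score means more quench and so TMEM16A activation or potentiation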
RGS4 pot = RGS4 potentiators or activators, primary screen, cell-based, HEK293 M3R inducible RGS4, calcium flux | carbachol calcium flux Fluo4; stronger effect = lower value | B-score at 10 µM | actives 0.92% (n = 310,000);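 active = B-score of the integrated calcium signal more than 4 SD below the library mean, with starting fluorescence not abnormally high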;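 also: negative B-score means reduced calcium response which marks RGS4 activation or potentiation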
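Assay system: HEK293 FlpIn-TREx cells, stable M3R, doxycycline-inducible RGS4 / Probe or stimulus: carbachol, ECmax concentration / Times: overnight RGS4 induction, 30 min dye load 37 °C, 20 min compound RT / Signal: kinetic calcium fluorescence imaging with Fluo4-AM dye, 2 µM / Measure: Agonist-evoked peak-minus-minimum fluorescence over baseline, integrated ratio, B score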
hERG rescue = hERG rescue from dofetilide block, primary screen, cell-based, CHO-hERG, FluxOR thallium flux, dofetilide IC70; actives 0.51% (n = 310,000); Voltage-gated inwardly rectifying potassium channel KCNH2 (Homo sapiens), Q12809; dofetilide IC70 present; activation (rescue from dofetilide block), less the hit threshold, % at 10 µM;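 active = activation above the mean of controls blocked by dofetilide plus 5 SD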;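 also: thallium influx through hERG after potassium depolarization seen as dye fluorescence rise; in these data hits start at about 4.7%; inactives centre near -7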
* hit, by the source's call; i = inactive; . = no result given.

SMILES | MrgX1 ag | KCNQ1 block | KCNK9 inh | KCNQ1 act | KCNK3 block | MrgX1 allo act | RGS4 inh | TMEM16A inh | TMEM16A act | RGS4 pot | hERG rescue
CC(=O)c1ccc(NC(=O)C(C)OC(=O)C2CC(=O)N(c3ccc4c(c3)OCCO4)C2)cc1 (configuration not stated) | i | i | i | i | i | i | i | i | i | i | -14
O=C1c2ccccc2C(=O)N1SC1CCCCC1 | i | i | i | i | i | i | i | i | i | i | -2
CCSc1ccc(-c2nn(-c3ccccc3)cc2/C=C(/C#N)C(=O)NCCCOC)cc1 | i | . | . | . | i | i | . | i | i | . | .
COc1ccc(NC(=O)c2ccccc2O)c(OC)c1 | i | i | i | i | i | i | i | i | i | i | -13
O=C(O)C/C(=C\c1ccc(N2CCOCC2)c([N+](=O)[O-])c1)c1nc2ccccc2s1 | i | i | i | i | i | i | i | i | i | i | 2
O=[N+]([O-])c1nn(-c2ccc3c(c2)OCCO3)n(O)c1=NC1CCCC1 | i | i | i | i | i | i | i | i | i | i | -7
CC1=CCC2C(=O)N(Cc3ccccc3)C(=O)C2C1 (configuration not stated) | i | i | i | i | i | i | i | i | i | i | -4
Cc1ccc(C(OCC(C)(C)C[N+](C)(C)C)c2ccccc2)cc1 (configuration not stated) | i | i | i | i | i | i | i | i | i | -11* | -2
O=C(c1ccc(Br)cc1)N1CCCc2ccccc21 | i | i | i | i | i | i | i | i | i | i | -11
COc1ccc(-c2nnc(NC(=O)C(C)C)s2)c(OC)c1 | i | i | i | i | i | i | i | i | i | i | 0
CC(=O)NC(Cc1ccc(C)cc1)C(=O)NC1CCN(C(=O)NCc2ccccc2)CC1 (configuration not stated) | . | i | i | i | i | . | i | . | i | i | -9
COc1ccc(C)cc1NC(=O)c1nnn(Cc2cc(C)ccc2C)c1N | i | i | i | i | i | i | i | i | i | i | -5
Cn1c(-c2ccc(C(=O)c3ccccc3)s2)nc2ccccc21 | i | i | i | i | i | i | i | i | i | i | -6
Cc1nc(N=Nc2ccc(O)cc2)n[nH]1 | i | i | i | i | i | i | i | i | i | i | -12
COc1ccc(-c2nnc(SCC(=O)Nc3cc(C)on3)n2C)cc1OC | i | i | i | i | i | i | i | i | i | i | -11
Cn1c(=O)c(N)c2c3c(c(Br)ccc31)C(=O)c1ccccc1-2 | i | 21* | i | i | i | i | i | i | i | i | -34
CN(C)C(=O)CSc1nnc([C@H](Cc2c[nH]c3ccccc23)NC(=O)OC(C)(C)C)o1 | i | i | i | i | i | i | i | i | i | i | -12
O=C(OCc1ccc(COC(=O)c2ccc(O)cc2)cc1)c1ccc(O)cc1 | i | i | i | i | i | i | i | i | i | i | -5
CC(Oc1ccc2c(=O)c(-c3ccc(Cl)cc3)c(C(F)(F)F)oc2c1)C(=O)O (configuration not stated) | i | i | i | i | i | i | i | i | i | i | -12
Fc1ccccc1Cn1cnc(NC(=S)NCCc2ccccc2)n1 | i | i | i | i | . | i | i | i | . | i | -10
COc1ccc(/C=C2\Sc3ccc(C(=O)N4CCN(Cc5ccccc5)CC4)cc3N(C)C2=O)cc1OC | i | i | i | i | i | i | i | i | i | i | -17
Cc1cccc(C)c1NC(=O)c1ccc(CN2CCc3ccccc3C2)cc1 | i | i | i | i | i | i | i | i | i | i | -6
Cc1ccnc(NS(=O)(=O)c2ccc(N=CC3=C(O)CC(C)(C)CC3=O)cc2)n1 | i | i | i | i | i | i | i | i | i | i | -6
CCn1nc(C)cc1C(=O)NC1CCCc2c1cnn2-c1ccc(C)c(C)c1 (configuration not stated) | i | i | i | i | i | i | i | i | i | i | -18
O=C(O)Cc1cn(Cc2ccc(F)cc2)c2ccccc12 | i | i | i | i | i | i | i | i | i | i | -11

Continuation.
SMILES | MrgX1 ag | KCNQ1 block | KCNK9 inh | KCNQ1 act | KCNK3 block | MrgX1 allo act | RGS4 inh | TMEM16A inh | TMEM16A act | RGS4 pot | hERG rescue
CC1CCN(c2ccc(C(=O)NCc3ccc4c(c3)OCO4)cc2[N+](=O)[O-])CC1 | i | i | i | i | i | i | i | i | i | i | -6
O=S(=O)(c1cc(Cl)ccc1Cl)N1CCN(Cc2ccco2)CC1 | i | i | i | i | i | i | i | i | i | i | -10
O=C1CC(c2ccc(S(=O)(=O)NC3CC3)cc2)CN1 (configuration not stated) | i | i | i | i | i | i | i | i | i | i | -8
CC(C)(C)NS(=O)(=O)c1cc(C(=O)O)ccc1Cl | i | i | i | i | i | i | i | i | i | i | -3
Cc1ccccc1OCCN1C(=O)c2ccccc2C1=O | i | i | i | i | i | i | i | i | i | i | -1
COCCNC(=O)CCSc1nc(-c2ccc(OC)cc2)cc(C(F)(F)F)n1 | i | i | i | i | i | i | i | i | i | i | -12
CC(C)CC(=O)N=C1SC2CS(=O)(=O)CC2N1Cc1ccccc1 (configuration not stated) | i | i | i | i | i | i | i | i | i | i | -3
O=c1o[nH]c(-c2ccccc2)c1-c1ccccc1 | i | i | i | i | i | i | i | i | i | i | -10
COc1ccccc1CC(=O)NNC(=O)c1ccco1 | i | i | i | i | i | i | i | i | i | i | -4
Cn1c2ccc(CC(=O)O)cc2c2cc(CC(=O)O)ccc21 | i | i | i | i | i | i | i | i | i | i | -4
Fc1ccc(-c2cc(C(F)(F)F)nc(NCC3CCCO3)n2)cc1 (configuration not stated) | i | i | i | i | i | i | i | i | i | i | -9
COc1ccc(S(=O)(=O)N2CCN(C3CC4CCC3C4)CC2)cc1 (configuration not stated) | i | i | i | i | i | i | i | i | i | i | -9
CC1(C)CC(=O)C(N=Nc2cc3c(cc2[N+](=O)[O-])OCCO3)=C(O)C1 | i | i | i | i | i | i | i | i | i | i | -18
CCCCN(C(=O)c1cc2ccccc2o1)c1c(N)n(CCC)c(=O)[nH]c1=O | i | i | i | i | i | i | i | i | i | i | -3
CCOc1ccc(NC(=O)NC2CCCc3ccccc32)cc1 (configuration not stated) | i | i | i | i | i | i | i | i | i | i | -3
N#CCC(=O)Nc1ccc(C(=O)OCC(=O)c2ccc3c(c2)OCO3)cc1 | i | i | i | i | i | i | i | i | i | i | -2
Cc1ccc(C)c(S(=O)(=O)N2C(=S)NC(=O)C2C(C)C)c1 (configuration not stated) | i | i | i | i | i | i | i | i | i | i | -9
CC(=O)Nc1ccc(Oc2ccc3nc(C)[nH]c3c2)cc1 | i | i | i | i | i | i | i | i | i | i | -7
CC1CCCCC1NC(=O)Cn1nc(-c2ccccc2)ccc1=O (configuration not stated) | i | i | i | i | i | i | i | i | i | i | 4.9*
Cc1[nH]c2ccccc2c1C(=O)CN1CCN(C/C=C/c2ccccc2)CC1 | i | i | i | i | i | i | i | i | i | i | -9
O=C(c1nc2ncccn2n1)N1CCN(c2ccccc2)CC1 | i | i | i | i | i | i | i | i | i | i | -2
Nc1ccc2oc(-c3cc(Br)ccc3Cl)nc2c1 | i | i | i | i | i | i | i | i | i | i | -5
CCc1ccc(CN2CCC(N3CCC(C(=O)N4CCCC4)CC3)CC2)o1 | i | i | i | i | i | i | i | i | i | i | -10
CCn1cc(C(=O)O)c(=O)c2cc(F)c(N3CCN(S(=O)(=O)c4ccc(Br)cc4)CC3)cc21 | i | i | i | i | . | i | i | i | . | i | -6
CCC1CCC(C(=O)NC(C(=O)Nc2ccc3c(c2)OCCO3)C(C)C)CC1 (configuration not stated) | i | i | i | i | i | i | i | i | i | i | -14

Additional structures.
SMILES | MrgX1 ag | KCNQ1 block | KCNK9 inh | KCNQ1 act | KCNK3 block | MrgX1 allo act | RGS4 inh | TMEM16A inh | TMEM16A act | RGS4 pot | hERG rescue
Cc1ccc(S(=O)(=O)NCc2ccc(C(=O)N3CCN(c4ccccc4)CC3)cc2)cc1 | i | i | i | i | i | i | i | i | i | i | -11
COC(=O)c1cc(NS(=O)(=O)c2cccc(Cl)c2)ccc1N1CCOCC1 | i | i | i | i | i | i | i | i | i | i | -10
Cc1cc([N+](=O)[O-])nn1CCCC(=O)NCc1ccccc1 | i | i | i | i | i | i | i | i | i | i | -3
C=CCNC(=O)Nc1ccc(Br)cc1Cl | i | i | i | i | i | i | i | i | i | i | -5
O=C(NC(n1ccc(=O)[nH]c1=O)C(Cl)(Cl)Cl)C12CC3CC(CC(C3)C1)C2 (configuration not stated) | i | i | i | i | i | i | i | i | i | i | -10
CC(C)C(=O)Nc1ccc([N+](=O)[O-])cc1Br | i | i | i | i | i | i | i | i | i | i | -4
COc1cccc(C2c3[nH]c4ccccc4c3C[C@H]3C(=O)N(C)CC(=O)N23)c1 (some centres not stated) | i | i | i | i | i | i | i | i | i | i | -7
COc1cccc(NC(=S)NCc2cccs2)c1 | i | i | i | i | i | i | i | i | i | i | -5
CC(NS(C)(=O)=O)C(c1cccs1)N1CCN(c2ccccc2F)CC1 (configuration not stated) | i | i | i | i | i | i | i | i | i | i | -8
Cc1cccc(NC(=O)CN2C(=O)S/C(=C\c3ccc(O)c([N+](=O)[O-])c3)C2=O)c1 | i | i | i | i | i | i | i | i | i | i | -13
CC(=O)Nc1ccc(CN2CCCC(C(=O)c3cccc(C(F)(F)F)c3)C2)cc1 (configuration not stated) | i | i | i | i | i | i | i | i | i | i | -11
COc1ccc(S(=O)(=O)N2CCOCC2)cc1NC(=O)c1cc2c(s1)CCCC2 | i | i | i | i | i | i | i | i | i | i | -5

Assay outcomes (PubChem)
